Screening data as filed in PubChem BioAssay.
APP 5UTR inh: APP translation inhibition | SH-SY5Y APP 5'UTR-luciferase reporter, luminescence | inhibition, % at 2 µM | hit rate 0.82% among 190,000 | AID 1285;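 active = inhibition above a set limit, derived from the sample mean plus 3 SD, cut at about 45% in these data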; note: values of inactives mirror those of a sister screen read the other way
TNAP inh no acc: inhibitors of human TNAP without phosphate acceptor; AID 1012; inhibition, % at 20 µM; P05186; purified TNAP, CDP-star luminescence, 30 min; hit rate 0.26% among 200,000;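 active = tissue-nonspecific alkaline phosphatase inhibition above about 50% at 20 µM in the single-dose screen, limit read from the data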;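 note: 0% = DMSO negative control and 100% = EDTA positive control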
L major viab: reduces viability of Leishmania major promastigotes | inhibition, % at 10 µM | resazurin fluorescence viability | hit rate 9% among 200,000; in the data active = inhibition above about 50%;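 note: promastigotes grown with compound for 44 hours at 28 °C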
RAM inhibit: blocks the yeast RAM network. S. cerevisiae dse1pr::URA3 reporter, 5-FOA growth OD615, 2 d; analog-sensitive cbk1-as2 kinase mutant strain. AID 868. inhibition, % at 50 µM. hit rate 1.8% among 190,000;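 active = inhibition above a set limit, 3 SD over mean compound inhibition, cut at about 8.4% in these data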;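 note: 0% = DMSO-only wells with no growth and 100% = 10 µM 1-NA-PP1 full growth; inhibition rescues growth on 5-FOA so higher OD means more RAM inhibition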
TNAP act hi DEA: increases human TNAP activity under high phosphate acceptor concentration; P05186; purified TNAP, CDP-star luminescence, 1 M DEA, 30 min; hits give high values; 0 = EDTA background, 1 = DMSO-only activity; activation factor at 20 µM; 200,000 tested, under 10 active;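 active = activation factor at least 2 at 20 µM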
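Control set: EDTA negative control, DMSO positive control / Assay system: human TNAP / Quantity: TNAP 1/800 final / Evaluation: TNAP activation factor scaled between EDTA and DMSO control wells / Measured by: luminescent substrate turnover signal / Compound dosing: one dose, 20 µM / Times: 30 min enzyme reaction at room temperature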
FLuc stim CS: affects firefly luciferase, flagging false hits in luciferase stimulation screens | 200,000 tested, under 10 active | activation factor at 10 µM | ATPlite luciferase biochemical, luminescence, 10 min; 0 = ATP-free wells, 1 = DMSO control;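 active = luciferase activation factor, scaled between plate controls, of at least 2 with compound at 10 µM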
Target sequence (P08659 whole entry, looked up): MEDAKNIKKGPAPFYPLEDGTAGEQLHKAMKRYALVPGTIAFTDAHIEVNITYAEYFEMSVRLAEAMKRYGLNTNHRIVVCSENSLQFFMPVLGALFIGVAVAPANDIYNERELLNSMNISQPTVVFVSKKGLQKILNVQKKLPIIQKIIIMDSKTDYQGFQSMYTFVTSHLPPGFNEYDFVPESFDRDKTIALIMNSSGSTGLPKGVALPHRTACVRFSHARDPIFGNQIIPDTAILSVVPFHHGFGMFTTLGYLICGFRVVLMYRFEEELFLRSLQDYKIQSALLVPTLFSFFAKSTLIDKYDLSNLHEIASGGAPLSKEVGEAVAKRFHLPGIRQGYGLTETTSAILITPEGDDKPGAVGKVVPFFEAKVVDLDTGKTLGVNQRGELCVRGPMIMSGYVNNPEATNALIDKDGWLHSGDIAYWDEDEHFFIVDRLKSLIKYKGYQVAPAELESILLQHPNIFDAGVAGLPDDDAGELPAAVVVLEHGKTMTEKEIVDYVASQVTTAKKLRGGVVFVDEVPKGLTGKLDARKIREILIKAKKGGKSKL
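test system = cell-free luciferase reagent | medium = PBS as buffer for the ATP substrate | dosing = test compounds dosed from 2 mM stocks in 100% DMSO | incubation = 10 min at ambient temperature | detection = luminescence measurement of luciferase light output | benchmarks = low control with PBS replacing ATP, high control enzyme plus ATP without compound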
bIAP activator: intestinal alkaline phosphatase (bovine) activation. purified bovine IAP, CDP-star luminescence, 30 min; hits give high values; fold of DMSO-control signal, blank-subtracted. activation factor at 20 µM. hit rate 0.17% among 200,000;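 active = activation factor of 2 or more at 20 µM, a signal rise over negative controls twice the positive control's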
FLuc inh counter: counter-screen for luciferase assay inhibitors: firefly luciferase inhibition; P08659; inhibition, % at 10 µM; ATPLite firefly luciferase biochemical luminescence, 10 min; hit rate 1.5% among 200,000;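 active = inhibition above about 50% when tested at 10 µM, limit read from the data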
TNAP inh hiacc: blocks human TNAP under high phosphate acceptor concentration; purified TNAP, CDP-star luminescence, 1 M DEA; AID 1135; inhibition, % at 20 µM; hit rate 0.03% among 200,000; P05186;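 active = over 50% inhibition of tissue-nonspecific alkaline phosphatase at 20 µM in the single-dose screen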;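 note: plate controls were DMSO wells for no effect and EDTA-quenched wells as full inhibition for full effect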
bIAP inhibitor: blocks bovine intestinal alkaline phosphatase activity | purified bovine IAP, CDP-star luminescence, 30 min | inhibition, % at 20 µM | 190,000 tested, under 10 active | AID 1019;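 active = over 50% inhibition of intestinal alkaline phosphatase at 20 µM in the single-dose screen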
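test system = bovine IAP enzyme | medium = DEA buffer 100 mM, pH 9.8, with MgCl2 1.0 mM, ZnCl2 0.02 mM | detection = luminescence | dosing = single compound dose of 20 µM, 2% DMSO final | incubation = 30 min reaction at room temperature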
* marks the source's active call; other numbers are inactive results; / = no result given.

smiles,TNAP inh no acc,TNAP inh hiacc,L major viab,FLuc inh counter,FLuc stim CS,APP 5UTR inh,bIAP inhibitor,RAM inhibit,bIAP activator,TNAP act hi DEA
CC(Sc1nnc(-c2cc3ccccc3o2)n1-c1ccccc1)C(=O)O (stereo not given),-5,-3,-6,-2,1,-15,-1,0.9,1,1
Cc1c(Br)cc(C(=O)NCc2ccco2)c(C)c1C,-12,-1,-3,1,1,20,14,2.2,0.9,1
CC1(C)CC(=O)c2cc(C(=O)NCc3ccco3)c(=O)n(-c3ccccc3)c2C1,-6,-1,44,0,1,-4,-7,3.1,1.1,1
Cc1n[nH]c(C)c1C(=O)CC1(O)C(=O)N(Cc2ccccc2)c2ccc(Br)cc21 (stereo not given),-19,-2,2,-9,1.1,8,-8,0.1,1.1,1
COc1ccc(C(=O)NCC(=O)Nc2ccc(F)cc2)cc1OC,-13,-7,-3,-4,1,-11,8,3.1,0.9,1.1
CSc1nc(C)cc(/C=C\c2ccccc2)c1C#N,-5,-1,-2,5,1,-2,13,3.0,0.9,1
Oc1c(C=Nc2ccccc2)sc(=S)n1Cc1ccccc1,-2,6,-3,-6,1.1,-4,-16,7.5,1.2,0.9
CC1(C)C(=O)OC(c2cccn2-c2ccc([N+](=O)[O-])cc2)C(C)(C)C1=O (stereo not given),9,4,-2,-5,1.1,-6,15,1.9,0.8,1
COc1ccccc1CN1CCNC(=O)C1CC(=O)NCc1cn(C)nc1C (stereo not given),-12,-4,0,3,1,14,-21,1.9,1.2,1
CC1CCc2nc(/C(C#N)=C/c3cccnc3)sc2C1 (stereo not given),-2,0,34,44,0.6,-168,-34,1.7,1.3,1
CCCNC(=O)C1=C(C)C(=O)OC12CCC(C)CC2 (stereo not given),-15,-5,-2,-8,1.1,19,9,1.8,0.9,1
O=C(COC(=O)CCCN1C(=O)c2ccccc2C1=O)Nc1ncc(Cl)cc1Cl,-15,-8,-5,-4,1,-6,0,3.2,1,1.1
COC(=O)c1ccccc1NC(=O)c1ccccc1N(C)S(=O)(=O)c1ccccc1,-6,-2,15,-6,1.1,6,8,7.6,0.9,1
CCC(=O)Nc1ccc(C(=O)Nc2cccc(C)n2)cc1,-5,-2,-7,43,0.6,-55,-9,-0.2,1.1,1
CCCC(=O)Nc1cccc(NC(=S)NC(=O)C(C)Oc2ccc(Cl)cc2Cl)c1 (stereo not given),7,-3,-7,-4,1,0,2,3.0,1,1
COc1ccc(-c2csc(N3CCN(C(=O)c4ccco4)CC3)n2)cc1,-13,-5,-2,-4,1,-11,0,2.3,1,1
CCCOc1ccccc1Cn1c(=O)oc2ccc(C)cc21,-6,-6,6,-7,1.1,-13,46,0.6,0.5,1.1
CCCCN(C)C(=O)c1cc2cc([N+](=O)[O-])cc(OC)c2oc1=O,25,32,2,-1,1,-2,35,0.5,0.7,0.7
CCOC(=O)c1ccc(NC(=O)N2CCOCC2)cc1,-7,-2,-8,16,0.8,-10,-16,1.0,1.2,1
CC(=O)c1cccc(NC(=O)N2CCCc3ccccc32)c1,-4,-4,-4,-18,1.2,-18,19,0.6,0.8,1
Cc1onc(-c2c(Cl)cccc2Cl)c1C(=O)NCCc1ccc(S(N)(=O)=O)cc1,4,-6,1,-3,1,-4,21,0.5,0.8,1.1
CCN(CC)N=Nc1ccc(C(=O)O)cc1,-20,-1,69*,-3,1,-20,-6,1.5,1.1,1
Cc1cccc2sc(NC(=O)c3ccc(OCC4CCCO4)cc3)nc12 (stereo not given),-6,0,-2,12,0.9,-55,15,7.0,0.8,1
COCCNC(=O)C(c1ccco1)N(C(=O)Cn1nnc2ccccc21)c1ccc(C)cc1C (stereo not given),-12,-4,13,-2,1,-5,3,-0.8,1,1
N#Cc1cccc(-n2nnnc2-c2ccc3c(c2)OCO3)c1,-11,-4,-3,0,1,-28,21,1.1,0.8,1
CCN(CC)c1ccc2c(C)c(CO)c(=O)oc2c1,-32,-11,2,2,1,-12,-65,1.4,1.7,1.1
COc1ccc2c(C)nc(N/C(N)=N/S(=O)(=O)c3ccc(C)cc3)nc2c1,-4,-3,3,-10,1.1,-12,-6,0.4,1.1,1
O=C(NCc1n[nH]c(=S)n1-c1ccccc1)c1ccc(S(=O)(=O)N2CCOCC2)cc1,0,-2,-6,-2,1,2,12,0.4,0.9,1
CCOC(=O)CNC(=O)Cn1cnc2c(nnn2-c2ccc(C)cc2)c1=O,-11,-5,-5,-1,1,8,9,0.0,0.9,1.1
Cc1cc(C)nc(N2CCC(C(=O)Nc3ccc4c(c3)CCC4)CC2)n1,-12,-3,2,-10,1.1,1,10,4.3,0.9,1
CSC1=NCCN1S(=O)(=O)c1ccc(F)cc1,-8,-1,2,4,1,-1,11,0.0,0.9,1
Cc1cccc(NC(=O)CSc2nc3[nH]ncc3c(=O)n2-c2ccccc2)c1,-46,-4,-2,2,1,3,9,0.7,0.9,1
COc1ccc(/C=N/N=C2/NC(=O)C(CC(=O)O)S2)cc1OCc1ccc(Cl)cc1Cl (stereo not given),-18,-1,-5,-5,1.1,-2,1,0.4,1,1
CC1CCCCC1NC(=O)CN1C(=O)NC(C)(c2ccc(OC(F)F)cc2)C1=O (stereo not given),-12,-4,-4,-7,1.1,2,-6,3.4,1.1,1
Cc1ccc(Nc2nc(CSc3nnc(-c4cccnc4)n3-c3ccccc3F)cs2)cc1,-4,-8,89*,27,0.7,-6,13,1.9,0.9,1.1
N#C/C(=C/c1ccccc1)c1nn(CCO)c(N)c1C#N,-8,-2,6,-2,1,-24,19,2.8,0.8,1
Cn1c(=O)c2c(nc(N3CCOCC3)n2CCSc2ncccn2)n(C)c1=O,-1,3,-4,-3,1,-3,5,-0.7,0.9,1
Cc1cc(C)cc(NCCC#N)c1,-2,-1,-6,-5,1.1,9,/,2.6,0.5,1
N=c1ccccn1CC(O)COc1ccccc1 (stereo not given),-5,-2,-10,-6,1.1,-20,25,0.6,0.8,1
N#Cc1c(NCCO)nc(NCc2ccccc2)c2c1CCN(Cc1ccccc1)C2,-5,-6,13,-10,1.1,6,-12,-0.5,1.1,1.1
COc1cc(-c2nnc(CSc3nc4ccccc4s3)o2)cc(OC)c1OC,-14,-9,7,-8,1.1,-11,1,6.2,1,1.1
COc1ccc2c(c1)C(C)=CC(C)(C)N2C(=O)C(C)N1C(=O)c2ccccc2C1=O (stereo not given),-4,3,30,1,1,18,3,2.2,1,1
Nc1nc(SCc2nc3scc(-c4cccs4)c3c(=O)[nH]2)n[nH]1,6,-4,-3,-3,1,-9,-32,-0.6,1.3,1
CCn1cc(C(=O)Nc2ccc3c(c2)OCCO3)c2cc(OC)c(OC)cc2c1=O,-18,-6,51*,-2,1,-7,-9,1.8,1.1,1.1
CCOC(=O)CN(Cc1sccc1C)C(=O)Nc1ccc(OCC)cc1,-10,-2,-4,4,1,-4,33,-0.2,0.7,1
COc1ccc(-c2cnnc(N/N=C/c3ccc(O)c(OC)c3)n2)cc1,-19,0,54*,81*,0.2,30,12,5.1,0.9,1
COc1c(C)cc(Br)cc1C(=O)NCc1cccnc1,-11,-2,-1,-2,1,15,7,-0.8,0.9,1
O=S(=O)(NCCN1CCOCC1)c1ccc(Cl)s1,-10,-4,-1,-9,1.1,-14,-10,0.8,1.1,1
COc1cc(C2NC(=O)NC(C)=C2C(=O)OCc2ccccc2)ccc1O (stereo not given),-10,-7,/,-3,1,/,0,2.7,1,1.1
Nc1ccc2c(c1)C(=O)N(CCCCCC(=O)O)C2,-8,0,-4,-6,1.1,-23,8,1.3,0.9,1
CS(=O)(=O)N(Cc1ccccc1)c1ccccc1C(=O)O,-9,-2,-5,-5,1.1,1,6,0.2,0.9,1
Cc1ccc(NC(=S)N(N)CCO)cc1,-9,-5,-4,2,1,19,-13,1.0,1.1,1
Cc1cc(C(=O)Nc2c(C)nn(Cc3ccc(Cl)cc3)c2C)no1,2,1,-4,-10,1.1,-5,4,1.8,1,1
O=C(Cc1csc(N2CCOCC2)n1)N/N=C/c1cccc(O)c1,-9,-5,-2,3,1,-4,-2,2.5,1,1
CCOC(=O)C(C)On1c(-c2cccc(Cl)c2)nc2ccc([N+](=O)[O-])cc21 (stereo not given),-2,2,95*,2,1,-16,5,2.7,0.9,1
COC(=O)C1=C(C)NC(C)=C([N+](=O)[O-])C1c1ccccc1C(F)(F)F (stereo not given),1,5,13,-6,1.1,-24,-8,0.4,1.1,0.9
N#CCCn1c(C(C#N)(CCC#N)CCC#N)nc2ccccc21,1,-3,-9,-7,1.1,5,9,0.9,0.9,1
CCOC(=O)c1oc2ccccc2c1CN1CCN(C(=O)c2ccccc2)CC1,3,-3,9,-8,1.1,-18,12,-1.4,0.9,1
